# MITF inh: human MITF inhibition, primary screen | 650,000 compounds, 0.91% hits | inhibition, % at 2.6 µM | O75030 | AlphaScreen MITF homodimerization, bead proximity signal; in the data active means inhibition above about 50%;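 further: 0% = vehicle wells with protein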
# GPR151 ag: activators of human GPR151 | Q8TDV0 | 650,000 compounds, 1% hits | AID 1508602 | activation, % at 11.2 µM | PathHunter beta-arrestin GPR151 cells, luminescence; in the data active means activation above about 4.9%;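 further: 0% = median of compound wells and 100% = cells with positive control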
# Target sequence (Q8TDV0 whole entry, looked up): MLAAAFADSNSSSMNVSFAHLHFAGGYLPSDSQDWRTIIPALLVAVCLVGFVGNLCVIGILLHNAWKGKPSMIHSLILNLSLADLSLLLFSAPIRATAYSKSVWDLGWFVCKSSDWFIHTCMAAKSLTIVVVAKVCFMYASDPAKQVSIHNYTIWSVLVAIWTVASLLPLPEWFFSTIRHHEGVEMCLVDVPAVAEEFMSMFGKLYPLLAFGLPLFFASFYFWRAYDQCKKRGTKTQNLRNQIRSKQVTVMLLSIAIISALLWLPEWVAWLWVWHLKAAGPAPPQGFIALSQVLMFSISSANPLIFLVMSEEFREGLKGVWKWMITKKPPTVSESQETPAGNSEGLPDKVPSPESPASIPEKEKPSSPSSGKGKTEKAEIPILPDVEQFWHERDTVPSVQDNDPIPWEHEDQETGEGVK
# TEAD-YAP inh: TEAD-YAP interaction inhibition; HEK-TIYL cells, TEAD-Gal4/YAP UAS-luciferase luminescence; inhibition, % at 9.12 µM; 640,000 compounds, 1.4% hits; in the data active means inhibition above about 32%;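 further: 0% = median of test compound wells and 100% = reference inhibitor wells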
# FBW7 act: human FBW7 E3 ligase activation, primary screen | 650,000 compounds, 0.13% hits | AlphaScreen FBW7–phospho-cyclin E peptide binding, activator screen | normalized activity (activation), % at 26.1 µM | Q969H0; in the data active means normalized activity above about 1.9%;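 further: purified mutant Fbw7 with reduced substrate affinity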
# Target sequence (Q969H0 whole entry, looked up): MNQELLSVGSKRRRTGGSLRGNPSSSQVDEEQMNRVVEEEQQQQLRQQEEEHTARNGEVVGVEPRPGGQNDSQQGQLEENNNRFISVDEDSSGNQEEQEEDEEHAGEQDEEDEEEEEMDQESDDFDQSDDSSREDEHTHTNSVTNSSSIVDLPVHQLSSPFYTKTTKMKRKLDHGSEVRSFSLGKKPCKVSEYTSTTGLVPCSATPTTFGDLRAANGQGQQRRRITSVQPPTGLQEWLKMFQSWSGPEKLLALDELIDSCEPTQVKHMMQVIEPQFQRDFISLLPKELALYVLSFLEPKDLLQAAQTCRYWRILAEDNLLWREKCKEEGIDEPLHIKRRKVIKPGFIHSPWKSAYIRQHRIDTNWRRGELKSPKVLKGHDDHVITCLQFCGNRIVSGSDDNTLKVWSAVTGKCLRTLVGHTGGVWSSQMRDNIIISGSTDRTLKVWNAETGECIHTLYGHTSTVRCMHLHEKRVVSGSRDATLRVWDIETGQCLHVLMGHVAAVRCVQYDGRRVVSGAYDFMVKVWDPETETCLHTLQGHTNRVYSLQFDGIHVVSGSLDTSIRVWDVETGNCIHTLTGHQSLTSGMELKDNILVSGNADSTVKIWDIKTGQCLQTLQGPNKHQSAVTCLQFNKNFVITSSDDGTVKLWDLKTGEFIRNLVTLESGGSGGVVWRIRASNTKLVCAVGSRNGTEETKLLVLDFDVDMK
# Starred values were filed as active, the others as inactive.
Structure	MITF inh	GPR151 ag	TEAD-YAP inh	FBW7 act
CC(C)(C)C(=O)COC(=O)c1ccc(N2C(=O)c3cccc([N+](=O)[O-])c3C2=O)cc1	13	-0.2	11	0.2
O=C(c1ccccc1)N1CCCCC(Cl)C1=O (stereo not given)	-2	1.2	17	0.0
O=C(Cc1ccc2c(c1)OCCO2)NNC(=O)CN1CCCc2ccccc21	-14	0.6	-7	-0.1
CCCCNC(=O)CSCc1nc(-c2ccc(OC)cc2)oc1C	7	1.0	0	-0.3
O=C(Nc1cc(Cl)cc(Cl)c1)c1ccc(F)c(S(=O)(=O)NCc2ccco2)c1	7	0.7	-2	-0.1
CC1CCN(C(=O)COC(=O)Cc2ccc(Br)cc2)CC1	10	0.9	-7	-0.1
CNC(=O)C1CCN(C(=O)c2ccc(Cl)cc2Cl)CC1	0	-0.4	0	-0.1
Cc1ccc(-n2c(C)cc3c2CCCC3=O)cc1	-1	-0.1	-2	0.0
CS(=O)(=O)Oc1ccc(Cl)cc1/C=C1\SC(=S)NC1=O	11	2.2	9	0.0
N#C/C(=C\c1ccccc1)C(=O)Nc1cccc(S(=O)(=O)NCc2ccco2)c1	1	-1.1	2	-0.1

# Other compounds follow.
Structure	MITF inh	GPR151 ag	TEAD-YAP inh	FBW7 act
O=C(NC1CCCCCC1)C1CCC(CNc2c(N3CCOCC3)c(=O)c2=O)CC1 (stereo not given)	0	0.5	0	-0.1
Cc1cc(C(F)(F)F)nc(SCc2ccc(C(=O)O)o2)n1	7	-0.7	8	0.1
O=C(NC1CCCCC1)c1nc2nc(-c3ccccc3)cc(C(F)(F)F)n2n1	-5	2.8	-1	-0.1
COc1ccc(OC)c(C2C(C(=O)N3CCCCC3)=C(C)Nc3nc4ccccc4n32)c1 (stereo not given)	5	1.1	11	-0.1
Fc1ccc(C(c2nnnn2CC2CCCO2)N2CCN(c3ccccc3)CC2)cc1 (stereo not given)	15	0.9	-1	0.1
CC(C)(C)N=Cc1ccc([N+](=O)[O-])cc1	0	0.4	12	0.0
CC(C)C(=O)Nc1ncc(Cc2ccc(F)cc2)s1	7	-0.8	-3	0.2
O=C(NCC(c1ccc2c(c1)OCO2)N1CCN(c2ccccc2)CC1)c1ccc2c(c1)OCO2 (stereo not given)	-12	-0.4	11	-0.1
O=C(c1ccc2c(c1)[nH]c(=S)n1c3ccccc3nc21)N1CCc2ccccc2C1	-3	0.7	-4	-0.2
Cc1cccc(C)c1NC(=O)c1cc(S(=O)(=O)NCCc2ccc(Cl)cc2)ccc1F	10	-1.4	2	-0.1

# The list goes on; it opens with the five that closed the last part.
Structure	MITF inh	GPR151 ag	TEAD-YAP inh	FBW7 act
CC(C)(C)N=Cc1ccc([N+](=O)[O-])cc1	0	0.4	12	0.0
CC(C)C(=O)Nc1ncc(Cc2ccc(F)cc2)s1	7	-0.8	-3	0.2
O=C(NCC(c1ccc2c(c1)OCO2)N1CCN(c2ccccc2)CC1)c1ccc2c(c1)OCO2 (stereo not given)	-12	-0.4	11	-0.1
O=C(c1ccc2c(c1)[nH]c(=S)n1c3ccccc3nc21)N1CCc2ccccc2C1	-3	0.7	-4	-0.2
Cc1cccc(C)c1NC(=O)c1cc(S(=O)(=O)NCCc2ccc(Cl)cc2)ccc1F	10	-1.4	2	-0.1
O=C(COc1cccnc1[N+](=O)[O-])Nc1ccc(Br)cc1F	-2	1.3	-1	0.1
O=C1c2ccccc2S(=O)(=O)N1Cc1nc(-c2ccc(Br)s2)cs1	-10	0.5	-4	-0.1
O=S1(=O)N=CN(Cc2ccccc2F)c2ccccc21	-2	-2.4	4	0.0
CCC1NC(=S)N(C2CCCCC2)C1=O (stereo not given)	10	0.0	0	-0.1
COC(=O)Nc1cc(NC(=O)OC)cc(C(F)(F)C(F)(F)C(F)(F)F)c1	-12	-0.9	-13	0.3
CCn1c[n+](CC(O)COCc2ccccc2)c2ccccc21 (stereo not given)	4	-0.4	6	0.0
CC(=O)Nc1ccc(-n2c(C)csc2=NC(=O)c2ccccc2)cc1	-8	-0.6	-10	-0.1
Cn1c(=NC(=O)/C=C/c2cccc([N+](=O)[O-])c2)sc2cc(S(C)(=O)=O)ccc21	-6	3.4	10	0.0
O=C(Cn1c(=O)n(-c2ccccc2)c(=O)c2sccc21)N1CCCCCC1	10	-0.6	3	0.1
COC(=O)C(Cc1ccccc1)NC(=O)CSc1nnc2c(n1)[nH]c1ccccc12 (stereo not given)	-11	-0.6	-2	0.1

# Going on with the list:
Structure	MITF inh	GPR151 ag	TEAD-YAP inh	FBW7 act
COc1ccccc1OCC(=O)N1CCC(CO)(CCc2ccccc2)CC1	8	0.7	-2	0.3
CCOc1cc([N+](=O)[O-])cc(CNc2cc(-c3nc4ccc(C)cc4o3)ccc2C)c1O	-1	0.2	-1	0.2
Cc1ccc(NC(=O)CCNc2c(N3CCCC3)c(=O)c2=O)cc1Cl	-5	12*	2	-0.1
Cc1cc(C)cc(OCC(=O)NNC(=O)c2ccccc2C)c1	11	-1.4	11	0.3
CCCCNC(=O)Cn1c(C)nc2sc(C(=O)OCC)c(C)c2c1=O	-5	-0.3	-18	-0.4
CCN(CC)c1nc(NCCc2ccc(O)cc2)nc(NCc2ccc3c(c2)OCO3)n1	28	-2.1	0	-0.2
CCCCCCOC(=O)c1ccc(OC(=O)c2ccc(-c3ccc(CCC)cn3)cc2)cc1	0	0.5	12	0.0
COc1cc2ccccc2cc1C(=O)Nc1c2c(nn1-c1ccc(Cl)cc1)CSC2	3	0.1	6	0.0
COc1ccccc1OCCOCCOc1ccccc1OC	-12	-0.9	-5	0.2
CCOC(=O)c1c(C)c(C(=O)Nc2cccc(C)c2)c(C)n1CC	7	-0.2	-8	0.1

# The listing continues:
Structure	MITF inh	GPR151 ag	TEAD-YAP inh	FBW7 act
Cc1ccc([N+](=O)[O-])cc1S(=O)(=O)N1CCNCC1	0	1.5	-13	-0.1
O=S(=O)(c1cccs1)N(Cc1ccco1)C1CCN(CCc2ccccn2)CC1	-8	2.3	7	-0.3
CC(=O)Oc1ccc(/C=N/NC(=O)Nc2ccccc2)cc1	5	-6.8	-71	0.0
Cc1nonc1CNC1CCN(c2ccc(C(=O)N3CCc4ccccc4C3)cc2)CC1	17	-0.7	7	0.3
CCCC(=O)Nc1cnc(NC(=O)c2ccccc2F)cc1C	15	-3.6	-62	0.3
COc1ccccc1N1C(=N)S/C(=C\c2ccc(OCc3ccccc3F)cc2)C1=O	2	-0.2	-8	0.0
COC(=O)c1[nH]c2ccccc2c1C=C(C#N)C#N	3	0.4	-2	-0.1
CCC(C)NC(=O)c1oc2ccc(S(=O)(=O)N3CCCC3)cc2c1C (stereo not given)	3	1.9	4	1.5
O=C(O)C1CC=CCC1C(=O)Nc1ccc(F)c(F)c1 (stereo not given)	-14	-0.5	0	0.0
COCCOC(=O)C1=C(C)NC(C)=C(C#N)C1c1ccccc1OC(F)F (stereo not given)	-1	-0.9	9	-0.2

# Next section
Structure	MITF inh	GPR151 ag	TEAD-YAP inh	FBW7 act
Cc1cc(NC(=O)c2ccccc2)nn1Cc1ccccc1	-3	1.2	-41	0.2
COc1ccc(C2C(C(=O)Nc3nc4ccccc4s3)c3ccccc3C(=O)N2Cc2ccc(F)cc2)cc1 (stereo not given)	12	-2.1	2	0.3
COc1ccc(C2=NN(C(=O)c3cc(OC)c(OC)c(OC)c3)C(c3ccc(Br)cc3)C2)cc1OC (stereo not given)	-4	2.5	15	0.2
CNC(=O)c1ccccc1Nc1cc(NC(=O)Cc2ccsc2)ncc1C(F)(F)F	-9	-0.1	77*	0.1
O=C(NCc1ccc(Cl)cc1)c1ccco1	6	-1.4	8	0.4
Cc1ccc(C)c(S(=O)(=O)N2CCN3C(=O)CN(C)C(=O)[C@H]3C2)c1	-1	0.7	0	-0.1
COC(=O)C1=C(C)N(c2ccc(C(C)C)cc2)C(=O)/C1=C\c1ccc(C(=O)O)cc1	-7	-0.2	3	0.0
Cn1c(=O)c2c(nc(N3CCOCC3)n2Cc2ccccc2F)n(C)c1=O	9	1.1	5	-0.1
CC(C)CNc1nccn2c(-c3ccccc3CO)cnc12	-20	-0.8	-3	0.1
COc1cc2c(cc1OC)C(COc1ccc(C(C)C)cc1)N(C(=O)c1ccc(S(=O)(=O)N(C)C)cc1)CC2 (stereo not given)	-7	0.2	4	0.0

# The listing continues:
Structure	MITF inh	GPR151 ag	TEAD-YAP inh	FBW7 act
COC(=O)CN(C)C(=O)CC1C(=O)NCCN1Cc1cccc(Oc2ccccc2)c1 (stereo not given)	14	0.1	2	0.2
CCOC(=O)c1cnc2ccc(OCC)cc2c1Nc1ccccc1CC	18	-0.5	0	0.7
Clc1ccc(-c2[nH]c(-c3ccc(Br)cc3)nc2-c2ccccc2)cc1	7	-1.9	0	-0.1
CCN1C(=O)N(CC)C2C1NC(=O)N2CC (stereo not given)	-16	-0.6	0	0.1
Cc1sc2ncnc(SCc3cc(=O)oc4cc(O)c(O)cc34)c2c1C	64*	-1.5	9	-0.3
Cc1cc(N2CCC(C(=O)Nc3c(C)cccc3C)CC2)n2ncnc2n1	14	-0.7	9	0.3
COc1ccc(C)cc1S(=O)(=O)Nc1ccc(F)cc1	-4	-0.3	-3	0.0
CC(/C=C/c1ccc2c(c1)OCO2)=N/NC(=O)c1ccc(Br)cc1	-13	1.3	-2	0.0
CCCc1c(O)nc(SCCN(CC)CC)[nH]c1=O	-3	0.1	-4	0.1
Cc1ccsc1C(=O)NCC1CCC2(CCN(C(=O)c3ccc(F)cc3)CC2)O1 (stereo not given)	4	-0.8	-1	0.2

# (next part)
Structure	MITF inh	GPR151 ag	TEAD-YAP inh	FBW7 act
Cc1cnc(Nc2nccc3ccccc23)nc1NCCN1CCOCC1	-8	4.3	9	0.1
CCCCOc1ccccc1C(=O)NNC(=S)NC(=O)c1ccccc1[N+](=O)[O-]	22	-0.6	-6	-0.1
C/C(CCc1ccccc1)=N/NC(=O)c1ccc(O)cc1	-1	-0.5	-9	-0.1
CCN(CC)C(=S)SC1C(=O)c2cc(Br)cc(Br)c2OC1c1ccccc1 (stereo not given)	4	-1.2	13	-0.2
O=C(COC(=O)c1cc2ccccc2cc1O)NC(=O)Nc1ccc2c(c1)OCCO2	7	1.1	-6	-0.1
O=[N+]([O-])c1ccc2[nH]cc(S(=O)(=O)Nc3ccc(Cl)cc3F)c2c1	5	-0.1	0	0.6
O=S(=O)(c1c(F)cccc1F)N1CCNCC1	8	-1.0	2	0.1
COC(=O)Cc1nc(NCc2ccccc2OC)c2c3c(sc2n1)CCCC3	8	1.4	7	0.0
COc1ccc(-c2nc(NCCOc3ccccc3)c3ncn(CCN4CCCC4=O)c3n2)cc1	11	-1.4	34*	-0.1
CC(NC(=O)COC(=O)c1ccc([N+](=O)[O-])o1)c1ccccc1 (stereo not given)	2	0.6	10	-0.1

# Further records.
Structure	MITF inh	GPR151 ag	TEAD-YAP inh	FBW7 act
COCCN1CC(O)=C(c2nc3ccccc3[nH]2)C1=N	-10	-0.3	1	0.0
COc1cc(OC)c(OC)cc1/C=C1/N=C(c2cccc([N+](=O)[O-])c2)OC1=O	-1	1.7	3	-0.1
CCOC(=O)C1=C(C)N=c2s/c(=C/c3ccc(N4CCOCC4)o3)c(=O)n2C1c1ccc2c(c1)OCO2 (stereo not given)	-8	0.2	0	-0.2
Cc1nn(-c2cccc(Cl)c2)c2c1C(c1ccc(Cl)cc1)C(C#N)=C(N)O2 (stereo not given)	11	0.9	6	-0.1
O=c1c2c3c(sc2ncn1Cc1ccccc1F)CCCC3	-14	0.1	4	0.0
COc1cc(Nc2nc3c(NCCc4ccc(O)cc4)ncnc3n2C(C)C)cc(OC)c1OC	7	2.9	32*	0.0
CCCC(=O)N(CC(=O)Nc1sc2c(c1C(N)=O)CCCC2)Cc1ccc(F)cc1	17	-1.2	17	0.0
N#Cc1ccc(N2CCN(C(=O)C34CC5CC(CC(C5)C3)C4)CC2)c(F)c1	0	0.5	0	-0.2
Nc1c(-c2nc(-c3ccc(Cl)cc3)no2)nnn1-c1ccccc1F	2	-1.3	-19	-0.1
Cc1ccc(NC(=O)/C(C#N)=C/c2ccc(N3CCOCC3)o2)cc1Cl	-7	0.3	-16	0.0

# New compounds follow.
Structure	MITF inh	GPR151 ag	TEAD-YAP inh	FBW7 act
O=C(COc1ncnc2c(Cl)cc(Cl)cc12)Nc1ccc2c(c1)OCCO2	23	-1.9	14	0.1
COc1ccc(C2CC(=O)C=C(Nc3ccc(Br)cc3)C2)cc1 (stereo not given)	-3	-0.4	-9	0.0
COc1cc(C(CC(=O)O)C(=O)O)c([N+](=O)[O-])cc1OC (stereo not given)	-2	0.4	-19	0.0
O=C(NCC(c1cccnc1)N1CCc2ccccc2C1)c1cccc(Br)c1 (stereo not given)	14	1.8	0	0.3
COc1cccc(C(=O)N2CCN(CCNC(=O)C(=O)Nc3ccc(C)c(C)c3)CC2)c1	-5	-1.0	-3	0.5
Cc1sc2nc(C3CC3)nc(SCC(=O)N3CCOCC3)c2c1C	2	-1.2	11	-0.2
COc1cc2c(cc1NC(=O)c1ccc(I)cc1)oc1ccccc12	-6	-1.1	4	-0.1
COc1ccc(C2=N/C(=C\c3cc(OC)c(OC)c(OC)c3)C(=O)O2)c(Br)c1	-6	0.1	3	0.2
COc1ccc(/C(O)=C2\C(=N)N(c3cc([N+](=O)[O-])ccc3C)C3=C(C(=O)CCC3)C2c2ccc3c(c2)OCO3)cc1 (stereo not given)	9	2.3	-1	-0.2

# 3 of the compounds above, with two lines to a compound.
# Screens in order – MITF inh	GPR151 ag	TEAD-YAP inh	FBW7 act
- COc1ccc(C2CC(=O)C=C(Nc3ccc(Br)cc3)C2)cc1 (stereo not given)
→ -3	-0.4	-9	0.0
- COc1cc(C(CC(=O)O)C(=O)O)c([N+](=O)[O-])cc1OC (stereo not given)
→ -2	0.4	-19	0.0
- O=C(NCC(c1cccnc1)N1CCc2ccccc2C1)c1cccc(Br)c1 (stereo not given)
→ 14	1.8	0	0.3

# Screens (PubChem BioAssay)
